# aSyn rescue: alpha-synuclein toxicity inhibition in yeast. Yeast expressing alpha-synuclein, growth rescue, BacTiter-Glo, 24 h. Potency, µM (titrated, usually from 46.1 µM), without a hit: at the highest dose growth rescue (activation), hits mostly activators. 370,000 compounds, 0.14% hits. AID 652106; further: potency means the concentration at half of the fitted maximal effect; % of control where 0% means no effect; nearly all actives have a fitted effect of over 65% in size
#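 Screening used galactose-induced yeast with toxic alpha-synuclein levels, exposed to compound for 24 hr at 30 deg C. Cell growth, read with BacTiter-Glo luminescence, gave the measured signal.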
# WRN helicase inh: inhibitors of human WRN helicase. Q14191. 360,000 compounds, 0.46% hits. Potency, µM (doses to about 114 µM), inactives show at the top dose activity change, negative = inhibition, most hits filed as inhibitors. WRN helicase unwinding, fluorescent forked duplex, kinetic; further: potency means the concentration at half of the fitted maximal effect; on the % scale 0 is the no-effect control and ±100 the full control effect; nearly all actives have a fitted effect of over 55% in size
# Target sequence (Q14191 whole entry, looked up): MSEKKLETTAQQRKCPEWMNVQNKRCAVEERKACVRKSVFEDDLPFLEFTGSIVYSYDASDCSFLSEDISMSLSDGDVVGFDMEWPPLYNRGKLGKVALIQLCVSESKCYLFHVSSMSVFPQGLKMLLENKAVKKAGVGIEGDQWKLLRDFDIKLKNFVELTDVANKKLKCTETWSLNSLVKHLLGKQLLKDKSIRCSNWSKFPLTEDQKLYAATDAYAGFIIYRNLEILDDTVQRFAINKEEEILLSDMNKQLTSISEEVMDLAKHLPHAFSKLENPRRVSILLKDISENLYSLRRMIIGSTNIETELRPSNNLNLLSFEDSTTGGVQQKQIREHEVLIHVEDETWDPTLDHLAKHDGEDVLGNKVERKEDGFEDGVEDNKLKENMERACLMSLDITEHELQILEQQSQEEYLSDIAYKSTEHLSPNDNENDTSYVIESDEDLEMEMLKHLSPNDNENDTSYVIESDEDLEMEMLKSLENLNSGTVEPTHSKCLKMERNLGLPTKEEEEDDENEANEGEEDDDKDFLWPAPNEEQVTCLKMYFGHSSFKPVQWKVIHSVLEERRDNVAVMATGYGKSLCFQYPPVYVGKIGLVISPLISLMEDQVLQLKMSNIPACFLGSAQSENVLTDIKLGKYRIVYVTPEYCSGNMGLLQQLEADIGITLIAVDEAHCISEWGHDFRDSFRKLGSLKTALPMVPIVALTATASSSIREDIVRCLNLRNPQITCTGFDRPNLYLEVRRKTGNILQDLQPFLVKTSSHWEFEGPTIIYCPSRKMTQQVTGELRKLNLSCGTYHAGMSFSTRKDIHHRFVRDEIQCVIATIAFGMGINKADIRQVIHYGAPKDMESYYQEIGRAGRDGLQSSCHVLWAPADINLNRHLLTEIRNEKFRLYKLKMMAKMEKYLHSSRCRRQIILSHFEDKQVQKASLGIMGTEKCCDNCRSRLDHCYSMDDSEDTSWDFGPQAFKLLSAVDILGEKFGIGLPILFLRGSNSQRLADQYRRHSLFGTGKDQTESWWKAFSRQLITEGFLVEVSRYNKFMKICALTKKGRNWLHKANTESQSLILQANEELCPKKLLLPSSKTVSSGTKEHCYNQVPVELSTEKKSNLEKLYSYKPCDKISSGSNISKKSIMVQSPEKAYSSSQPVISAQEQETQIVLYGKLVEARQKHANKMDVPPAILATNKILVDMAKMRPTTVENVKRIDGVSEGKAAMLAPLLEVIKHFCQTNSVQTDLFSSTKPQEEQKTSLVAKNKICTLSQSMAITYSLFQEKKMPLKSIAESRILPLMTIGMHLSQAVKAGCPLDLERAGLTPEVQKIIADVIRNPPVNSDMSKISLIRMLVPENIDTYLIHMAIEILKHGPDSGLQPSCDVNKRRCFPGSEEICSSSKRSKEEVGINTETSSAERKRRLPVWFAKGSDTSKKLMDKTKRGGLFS
#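 WRN at 20 nM final preincubated with compound 15 min at room temperature; reaction started with 100 nM fluorophore/quencher forked duplex oligonucleotide and 2 mM ATP final. Unwinding followed kinetically by red fluorescence (ex 525, em 598 nm).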
# EPAC1 antagonist: EPAC1 (human) antagonism. Potency, µM (titrated, usually from 115 µM), for the others: at the top dose activity change, negative = inhibition, actives largely listed as inhibitors. O95398. AID 720709. EPAC1 GEF assay, Rap1b-BODIPY-GDP exchange fluorescence. 360,000 compounds, 0.14% hits;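 further: potency means the concentration at half of the fitted maximal effect; plate controls were vehicle for no effect and positive control for full effect; nearly all actives have a fitted effect of over 50% in size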
# Abeta yeast res: A-beta toxicity reversal in yeast | 410,000 compounds, 0.063% hits | yeast expressing A-beta42, growth rescue, OD600, 48 h; response scale: 0% DMSO, 100% iron-clioquinol control | Potency, µM (titrated, usually from 46.1 µM), inactives show at the top dose growth rescue, most hits filed as activators; further: potency means the concentration at half of the fitted maximal effect; nearly all actives have a fitted effect of over 55% in size
#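 Growth rescue measured by 600 nm absorbance after 48 h yeast culture at 30 C with compound. Values normalized between DMSO and an equimolar ferric chloride plus clioquinol control.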
# FUS suppressor: FUS proteinopathy suppression in yeast. S. cerevisiae FUS-expressing, growth rescue, OD600, 24 h. Potency, µM (doses to about 76.6 µM), for inactives: top-dose growth rescue (activation), most hits filed as activators. 390,000 compounds, 0.24% hits;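 further: potency means the concentration at half of the fitted maximal effect; plate controls were DMSO vehicle for no effect and reference control for full effect; nearly all actives have a fitted effect of over 55% in size; some results filed as inactive show a strong effect at the top dose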
#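 S. cerevisiae expressing FUS from galactose induction served as the toxicity model. Growth after 24hr at 30C, read as absorbance at 600 nm, indicates suppression of toxicity; compounds dosed at several concentrations.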
# PLK1 PBD inh: PLK1 (human) polo-box domain binding inhibition; P53350; Plk1 PBD binding of FITC phosphopeptide, fluorescence polarization; Potency, µM, for the others: max response, negative = inhibition, hits mostly inhibitors; 360,000 compounds, 2.8% hits; AID 720504; further: potency means the concentration at half of the fitted maximal effect; series mostly up to about 57 µM; on the % scale 0 is the no-effect control and ±100 the full control effect; nearly all actives have a fitted effect of over 65% in size
# IL-2 act: IL-2 activation | IL-2 activation reporter assay, cell-based qHTS; stimulated with anti-CD3/CD4/CD28 beads; in transgenic mouse T cells | activation, % (series mostly up to about 46 µM) | 360,000 compounds, 0.065% hits | AID 652025; in the data active means activation above about 50%; inconclusive means mostly about 30% to 49%; further: 0% is about no effect
#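 EGFP and DsRed fluorescence is measured by plate cytometry in unstimulated transgenic mouse T cells exposed to compound for 60 minutes, then stimulated 18 hours at 37 degrees C with anti-CD3/anti-CD4 beads plus anti-CD28.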
# PI5P4Ka inh: PI5P4K alpha (human) kinase inhibition | P48426 | PI5P4Kalpha enzyme, ADP-Glo luminescence, 60 min; hits give low values | max response, % | 330,000 compounds, 1.2% hits; active means max response of -50% or lower; inconclusive means between -30% and -50%; inactive means -30% or higher; further: value at the top dose of about 77 µM; on the % scale 0 is the no-effect control and ±100 the full control effect
#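 Reactions run in 0.038 M HEPES pH 7.4, 0.28 mM EGTA, 0.1% CHAPS and 5% DMSO, with PI5P4Kalpha, substrate, compound and 5 microM ATP final, one hour at room temperature. Readout is ADP-Glo luminescence.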
# EPAC1 agonist: agonists of human EPAC1. O95398. EPAC1 agonist qHTS, biochemical assay; response scale: 100% = response to 6.5 mM cAMP. Potency, µM (top dose mostly 154 µM), for inactives: at the top dose activation, usual class: activators. 360,000 compounds, 0.073% hits; further: potency means the concentration at half of the fitted maximal effect; nearly all actives have a fitted effect of over 60% in size
#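 EPAC1 100 nM, Rap1B–BODIPY-GDP 250 nM, unlabeled GDP 50 uM; compound titration; 5 min RT; kinetic read ex480/em540 at 5-min intervals ×30 min; data normalized to 6.5 mM cAMP agonist control.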
# The depositor's hits bear a star; ? = inconclusive; . = not tested or not shown; [ ] = dose if it differs, or a comment. Unless noted, the call rests on the fitted dose curve; in most records, active means well fitted curve in the direction sought with a large enough effect; inconclusive means small, poorly fitted or top-dose-only effect, or another doubt; inactive means no such curve, though single readings can be large; an effect the other way counts as inactive or inconclusive.
compound	aSyn rescue	WRN helicase inh	EPAC1 antagonist	Abeta yeast res	FUS suppressor	PLK1 PBD inh	IL-2 act	PI5P4Ka inh	EPAC1 agonist
Cc1cc(NS(=O)(=O)c2ccc(NC(=O)c3c(F)c(F)c(F)c(F)c3F)cc2)nc(C)n1	3%	?	9%	12%	4%	-2%	-1.0	-7	1%
COc1ccc(/C=N/Nc2ncc(-c3ccccc3)cn2)c(OC)c1	0%	-8%[11.6 µM]	-3%	-26%	24%	-12%	-0.4	.	7%
CCn1cc(C(=O)NCc2ccc3c(c2)OCO3)c(=O)c2cc(S(=O)(=O)N3CCOCC3)ccc21	.	-2%	4%	-2%	12%	-5%	-1.8	-2	4%
CCc1nc2ccccc2c(C(=O)Nc2cc(C)ccc2C)c1C	-12%	-1%	-5%	-9%	5%	-14%	0.4	-1	-2%
COc1ccc(CCN(C)C2CCCN(S(=O)(=O)c3ccc(C)cc3)C2)cc1OC (stereo unspecified)	5%	-3%	-1%	-5%	1%	1%	-0.5	5	7%
COC(=O)COc1ccc(S(=O)(=O)NCc2ccncc2)cc1	0%	-1%	?	-4%	-11%	-9%	-3.8	-1	3%
Cn1c(/C(C#N)=C/Nc2ccccn2)nc2ccccc21	0%	-12%	-10%	7%	.	-1%	0.4	14	-14%
Cc1ccc(C(=O)C(OC(=O)CNS(=O)(=O)c2ccccc2)c2ccccc2)cc1 (stereo unspecified)	6%	-1%	0%	-1%	28%	5%	-1.1	0	5%
COc1ccccc1NS(=O)(=O)c1ccc(C(=O)N2CCCC(C(F)(F)F)C2)cc1 (stereo unspecified)	5%	-4%	-12%	-8%	4%	-3%	0.9	0	-1%
CC1=C(C(=O)OC2CCCCCCC2)C(c2cc3c(cc2Br)OCO3)CC(=O)N1 (stereo unspecified)	0%	-5%	-24%	24%	30%	-3%	-0.4	.	9%
CCOC(=O)C1C(=O)CC(C)(O)C(C(=O)OCC)C1c1ccc(SC)cc1 (stereo unspecified)	0%	-4%	-2%	4%	-23%	-2%	-1.3	4	-1%
COc1cc(C2C(C#N)=C(N)OC3=C2C(=O)CCC3)cc2c1OCO2 (stereo unspecified)	-3%	-4%	13%	-11%	21%	-12%	-6.2	-5	6%

# Further results
compound	aSyn rescue	WRN helicase inh	EPAC1 antagonist	Abeta yeast res	FUS suppressor	PLK1 PBD inh	IL-2 act	PI5P4Ka inh	EPAC1 agonist
O=C1C=C(OCCF)CC(c2ccc(Br)cc2)O1 (stereo unspecified)	20%	5%	1%	-5%	?	-1%	0.7	2	-4%
O=C(Cc1cccc(C(F)(F)F)c1)Nc1ccc(S(=O)(=O)N2CCCC2)cc1	4%	-5%	-4%	-1%	18%	2%	-3.7	-1	-2%
COc1ccc(-n2nc(C(=O)NCC(=O)NCCCN3CC(C)CC(C)C3)c3ccccc3c2=O)cc1 (stereo unspecified)	2%	2%	-17%	-3%	5%	-2%	0.5	-12	6%
O=C1c2ccccc2C(Nc2cccnc2)N1Cc1ccccc1Cl (stereo unspecified)	-3%	-1%	?	4%	-19%	2%	-3.0	-1	3%
O=C(CCNS(=O)(=O)c1ccccc1)N1CCN(c2ccccc2F)CC1	1%	-1%	5%	-8%	.	5%	-0.7	-2	4%
NC(=S)c1ccc(C(N)=S)o1	-1%	-11%	3%	-21%	-13%	-19%	-3.8	.	5%
COc1cccc(CNC(=O)c2ccc(Cl)c(S(=O)(=O)N3CCOCC3)c2)c1	-4%	-10%	-10%	-9%	12%	-11%	0.4	0	3%
O=C(Cn1nnc2ccccc21)N/N=C\c1cccs1	11%	1%	-4%	4%	12%	3%	0.9	-9	2%
CS(=O)(=O)Nc1ccccc1C(=O)N1CCCC1	2%	-26%[57.1 µM]	-1%	17%	-17%	-10%	7.0	2	-10%
COc1ccc(Cc2c(-c3ccc(F)cc3)nc3c4ccccc4ccn23)c(C)c1	16%	-14%	-7%	-3%	35%	-1%	-0.3	13	1%
O=C(CS(=O)(=O)c1ccc(F)cc1)Nc1nnc(-c2cccs2)o1	3%	-8%	-10%	-5%	4%	-7%	7.2	6	-4%
CCOC(=O)Cc1csc(NC(=O)c2c(O)c3ccccc3n(CC(C)C)c2=O)n1	-5%	-1%	14%	1%	25%	-4%	-0.6	.	3%

# Following part:
compound	aSyn rescue	WRN helicase inh	EPAC1 antagonist	Abeta yeast res	FUS suppressor	PLK1 PBD inh	IL-2 act	PI5P4Ka inh	EPAC1 agonist
O=C(c1[nH]c(C(F)(F)F)nc1-c1ccccc1)N1CCN(c2ccccc2)CC1	1%	1%	15%	-9%	-13%	-9%	-0.1	1	13%
COc1ccc(NC(=O)c2cc(-c3ccc(C)cc3O)n[nH]2)c(OC)c1	-1%	1%	-5%	-6%	13%	25%	-6.5	-1	-7%
COC(=O)c1c(NC2=NS(=O)(=O)c3ccccc32)sc2c1CCC(C(C)(C)C)C2 (stereo unspecified)	-6%	6%	-3%	3%	-9%	-12%	-1.9	0	8%
O=[N+]([O-])c1cc(/C=N/N2CCN(c3ccccc3)CC2)ccc1Cl	6%	7%	6%	-4%	.	-3%	-3.5	1	-7%
CN1CCN(c2oc(-c3ccco3)nc2S(=O)(=O)c2ccccc2)CC1	1%	-3%	11%	10%	1%	-4%	-0.6	0	14%
COc1ccccc1N1CCN(C(=O)c2cc3c(C)nc4ccccc4c3o2)CC1	0%	-5%	-8%	-6%	3%	-12%	-5.3	0	-4%
CC(=O)Nc1cccc2ccc(O)cc12	1%	-9%	6%	-7%	14%	-13%	0.9	-62*	-4%
CCOCCCNC(=O)C1CCN(S(=O)(=O)CC)CC1	-2%	-2%	13%	-16%	3%	-7%	-1.4	.	8%
Cc1ccc(S(=O)(=O)N2CCOCC2)cc1C(=O)O	-7%	1%	-10%	1%	33%	-5%	0.4	.	-1%
O=C(C1CCCCC1)N1CCN(S(=O)(=O)c2ccc(Br)cc2)CC1	15%	-4%	4%	-24%	16%	0%	1.6	2	12%
CCOc1ccc(N(CC(=O)NCc2ccc(F)cc2)S(=O)(=O)c2c(C)noc2C)cc1	0%	3%	2%	4%	-6%	?	0.9	1	-6%
COc1cc2[nH]c(=S)n(CCN3CCOCC3)c(=O)c2cc1OC	-8%	-10%	9%	-5%	8%	-6%	-1.0	.	3%

# Following part.
compound	aSyn rescue	WRN helicase inh	EPAC1 antagonist	Abeta yeast res	FUS suppressor	PLK1 PBD inh	IL-2 act	PI5P4Ka inh	EPAC1 agonist
CC(C)C(OC(=O)c1cccs1)C(=O)NCc1cccs1 (stereo unspecified)	12%	1%	-7%	-4%	1%	-1%	-0.8	-1	2%
N#Cc1c(-c2ccccc2)nc2n1CCS2	-4%	1%	-5%	-27%	1%	-22%	1.0	6	10%
Cc1ccc(C(=O)NCC(=O)OCC(=O)Nc2cc(C)c(C)cc2[N+](=O)[O-])cc1	10%	-3%	-7%	20%	4%	-3%	-0.1	0	8%
COc1ccc(CNC(=O)c2nn(-c3ccccc3)cc2OC)cc1	1%	?	-27%	-11%	18%	-7%	-2.4	-5	1%
O=C(Nc1ccc(S(=O)(=O)Nc2ncccn2)cc1)c1ccccc1	3%	11%	-13%	-2%	-21%	9%	1.7	2	4%
Cc1cc(C)nc(NS(=O)(=O)c2ccc(NC(=O)CCN3C(=O)c4ccccc4C3=O)cc2)n1	-3%	-3%	-9%	8%	67%	-9%	3.0	.	7%
CCCCn1c(O)c(N=Nc2ccccn2)c2ccccc21	-29%	-7%	1%	-57%[inhibitor]	.	4%	12	20	3%
NC(=O)COc1ccccc1C(=O)NC12CC3CC(CC(C3)C1)C2	-12%	6%	33%[activator]	-21%	2%	-2%	-3.8	-2	-1%
CC1CN(C(c2cccs2)c2sc3ncnn3c2O)CC(C)O1 (stereo unspecified)	-2%	-6%	-4%	-1%	-14%	-3%	0.6	3	3%
CCOC(=O)Cn1nc(C)c2ccccc2c1=O	-5%	9%	11%	-8%	0%	-2%	1.2	-4	-6%
COc1ccc(OCCSc2nnc(-c3ccc(OC)cc3)n2N)cc1	0%	-6%	-8%	13%	4%	-5%	0.9	9	0%
COc1ccc(NC(=O)c2c(F)cccc2F)cc1S(=O)(=O)Nc1ccc(Br)cc1	-7%	-5%	-12%	10%	.	-2%	-5.0	-6	0%

# Next part:
compound	aSyn rescue	WRN helicase inh	EPAC1 antagonist	Abeta yeast res	FUS suppressor	PLK1 PBD inh	IL-2 act	PI5P4Ka inh	EPAC1 agonist
O=C1CCC(/C=C/c2ccccc2)=NN1Cc1ccc(Cl)c(Cl)c1	?	-8%	-19%	-5%	.	1%	-7.0	4	-6%
O=C(COC(=O)Cn1cnc2ccccc21)Nc1ccc2c(c1)OCCO2	-1%	3%	1%	9%	-15%	2%	-0.1	-3	-2%
CCOc1nc(C)ccc1-c1noc(CC)n1	2%	9%	-3%	4%	29%	-3%	-2.9	.	1%
Cn1c(SCC#N)nnc1-c1cccnc1	-11%	1%	-6%	-6%	-12%	-3%	-3.5	-9	5%
COc1ccc(OCCn2cnc3ccccc32)cc1	1%	-5%	-2%	-6%	-10%	-6%	1.7	6	7%
CC(C)C(=O)NC(Nc1ccc(S(N)(=O)=O)cc1)C(Cl)(Cl)Cl (stereo unspecified)	-3%	2%	-15%	-12%	17%	5%	-2.9	-5	-8%
CN(C(=O)COC(=O)COc1ccc(N(C)S(=O)(=O)c2ccc(Cl)cc2)cc1)c1ccccc1	-2%	-3%	12%	-16%	45%	-6%	1.2	-5	-1%
CC(=O)Nc1ccc(C(=O)OCC(=O)N2CCCC2=O)cc1	-3%	-25%	-6%	-3%	11%	-7%	1.2	3	-5%
CCN(Cc1ccccc1)C(=O)COC(=O)Cc1c[nH]c2ccccc12	8%	-3%	1%	-3%	5%	-1%	-3.7	4	10%
CC(C)CNC(=O)CSc1n[nH]c(=O)n1CCc1ccccc1	-3%	4%[57.1 µM]	21%	-2%	-16%	2%	-3.0	0	-5%
C[C@@H]1CN(Cc2nc(-c3ccc(Cl)cc3)no2)C[C@H](C)O1	-5%	-13%	-3%	17%	10%	-2%	-2.7	9	-1%
COc1ccc(OC2CCN(S(=O)(=O)c3ccc(F)cc3)CC2)cc1	13%	-1%	-14%	-18%	5%	-7%	0.7	-1	14%
